Mdm2-MdmX inh: human Mdm2/MdmX binding inhibition. SaOS-2 split-luciferase Mdm2/MdmX complementation, luminescence. actives 3% (n = 330,000). inhibition, % at 8 µM;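 active means inhibition of at least 50% at 8 µM in the primary screen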
UPR CHOP act: activators of apoptotic arm of unfolded protein response (CHOP) | activation, % at 10 µM | CHO-CHOP luciferase reporter, UPR activation, luminescence; percent of tunicamycin response over DMSO baseline | actives 0.34% (n = 330,000);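 active means at 10 µM dose, activation of 40% or more, normalized to positive control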;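 further: 100% = tunicamycin at 10 µg/mL and 0% = DMSO alone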
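Assay system: CHO cells with stable CHOP pathway luciferase reporter; Buffer or medium: F12 plus 10% serum; Times: 16-18 h cell attachment, then 6 h compound exposure, 37 °C; Signal: luciferase luminescence; Read-out basis: percent activation relative to tunicamycin control; Control set: tunicamycin high control, DMSO low control.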
EBI2 block: blocks human EBI2 receptor beta-arrestin signaling. EBI2 beta-arrestin recruitment, luminescence, 7a,25-OHC stimulated. P32249. inhibition, % at 5 µM. AID 651636. actives 0.81% (n = 360,000); in the data active means inhibition above about 38%;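 further: enzyme fragment complementation signal reports receptor beta-arrestin coupling in cells; 0% = agonist plus DMSO wells and 100% = wells without agonist; some results beyond the cut were filed as inactive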
UPR XBP1 act: activators of adaptive arm of unfolded protein response (XBP1). CHO-XBP1 luciferase reporter, IRE1-XBP1 UPR activation, luminescence; percent of tunicamycin response, DMSO as zero. activation, % at 20 µM. actives 0.33% (n = 330,000). AID 463104;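 active means versus positive control, 20 µM dose yields 30% or more activation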;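 further: 100% = tunicamycin at 10 µg/mL and 0% = DMSO only wells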
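Test system: CHO-XBP1 luciferase reporter cells | Buffer or medium: Serum-containing F12 medium, 10% FBS | Schedule: 6 h compound exposure at 37 °C, 5% CO2 | Detection: Steady-Glo luciferase glow luminescence, 10 min after reagent addition | Read-out basis: Activation, % of tunicamycin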
APJ agonist: agonists of human APJ apelin receptor; P35414; activation, % at 20 µM; actives 0.11% (n = 330,000); CHO-K1 APJ PathHunter beta-arrestin, luminescence; 0% DMSO wells, 100% apelin;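 active means activation more than six SD over the plate average, tested at 20 µM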;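 further: 0% = DMSO alone and 100% = apelin-13 at 10 nM; some results filed as inactive read as strong as hits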
Target sequence (P35414 whole entry, looked up): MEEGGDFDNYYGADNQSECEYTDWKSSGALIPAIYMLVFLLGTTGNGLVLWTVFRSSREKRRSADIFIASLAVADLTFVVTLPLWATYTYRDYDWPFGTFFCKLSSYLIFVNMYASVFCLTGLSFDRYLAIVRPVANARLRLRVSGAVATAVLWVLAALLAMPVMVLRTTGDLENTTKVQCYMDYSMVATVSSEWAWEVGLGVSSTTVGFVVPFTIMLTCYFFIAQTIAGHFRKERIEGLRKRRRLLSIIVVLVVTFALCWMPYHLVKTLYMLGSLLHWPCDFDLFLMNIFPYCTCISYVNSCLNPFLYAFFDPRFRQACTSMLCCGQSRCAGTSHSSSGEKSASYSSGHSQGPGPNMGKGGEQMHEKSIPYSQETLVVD
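Incubation: overnight seeding, 90 min compound at 25 °C, 1 h detection; test system: PathHunter CHO-K1 APJ (AGTRL-1) beta-arrestin reporter cells; amount: 1000 cells/well; doses: one dose, 20 µM compound, 1% DMSO; measured by: beta-gal luminescence; measure: agonist-driven arrestin binding to APJ; benchmarks: negative DMSO alone, positive Apelin-13 at 10 nM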
APJ antagonist: APJ receptor antagonism. P35414. CHO-K1 APJ beta-arrestin complementation, luminescence. inhibition, % at 20 µM. actives 0.32% (n = 330,000). AID 2521;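 active means inhibition above about 40% at 20 µM, limit read from the data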;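 further: cells challenged with 10 nM apelin-13 agonist together with compound; plate controls were apelin-13 plus DMSO wells for no effect and DMSO wells lacking apelin-13 for full effect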
tim23-1 inh: growth inhibitors of tim23-1 mutant yeast | S. cerevisiae tim23-1 growth, BacTiter-Glo luminescence, 24 h | actives 1.3% (n = 330,000) | AID 463212 | inhibition, % at 20 µM;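 active means growth inhibition of the mutant yeast at or above 50%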;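 further: temperature-sensitive mutant grown at 25 °C; plate controls were DMSO-treated mutant yeast for no effect and medium wells lacking yeast for full effect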
CCR6 antagonist: CCR6 (human) receptor antagonism; P51684; actives 0.49% (n = 340,000); inhibition, % at 20 µM; CHO-K1 CCR6 PathHunter beta-arrestin, luminescence, CCL20-stimulated; AID 493098;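 active means compounds whose inhibition of the agonist-driven luminescence signal at 20 µM reaches about 50%, limit read from the data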;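 further: cells stimulated with CCL20 at 14 nM final; plate controls were DMSO with CCL20 for no effect and DMSO without agonist for full effect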
Target sequence (P51684 whole entry, looked up): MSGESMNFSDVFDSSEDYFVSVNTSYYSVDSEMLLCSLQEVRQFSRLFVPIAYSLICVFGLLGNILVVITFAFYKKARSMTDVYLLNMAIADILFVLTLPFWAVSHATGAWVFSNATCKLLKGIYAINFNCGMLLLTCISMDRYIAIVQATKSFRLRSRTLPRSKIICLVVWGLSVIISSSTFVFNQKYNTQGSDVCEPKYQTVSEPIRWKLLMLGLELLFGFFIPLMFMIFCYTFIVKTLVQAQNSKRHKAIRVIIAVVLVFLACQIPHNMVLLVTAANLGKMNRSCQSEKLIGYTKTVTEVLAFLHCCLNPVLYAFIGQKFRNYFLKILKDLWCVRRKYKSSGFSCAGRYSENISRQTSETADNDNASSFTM
CXCR6 inh: inhibitors of human CXCR6 receptor; actives 0.36% (n = 360,000); O00574; AID 602244; CHO-K1 PathHunter CXCR6 beta-arrestin, luminescence; inhibition, % at 20 µM; in the data active means inhibition above about 34%, passing the limit was not always enough;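 further: antagonist mode with CXCL16 agonist at 10 nM final; 0% = 10 nM CXCL16 with DMSO and 100% = unstimulated wells without agonist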
Target sequence (O00574 whole entry, looked up): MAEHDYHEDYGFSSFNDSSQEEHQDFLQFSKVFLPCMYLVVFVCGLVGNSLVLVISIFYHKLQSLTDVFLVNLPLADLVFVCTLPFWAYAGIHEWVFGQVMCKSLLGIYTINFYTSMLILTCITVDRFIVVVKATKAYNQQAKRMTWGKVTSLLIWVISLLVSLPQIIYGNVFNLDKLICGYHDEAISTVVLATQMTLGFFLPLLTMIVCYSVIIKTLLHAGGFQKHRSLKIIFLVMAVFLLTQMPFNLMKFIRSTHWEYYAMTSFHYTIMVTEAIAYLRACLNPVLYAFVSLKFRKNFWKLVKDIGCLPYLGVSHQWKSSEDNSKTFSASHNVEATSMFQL
Numbers without * were called inactive; / = not tested or not shown. Only part of the results is shown; the hit share may differ from the screen's.

SMILES	Mdm2-MdmX inh	UPR CHOP act	EBI2 block	UPR XBP1 act	APJ agonist	APJ antagonist	tim23-1 inh	CCR6 antagonist	CXCR6 inh
O=C(Nc1cccnc1)C1CC(c2ccccc2O)=NO1 (stereo unspecified)	10	-1.8	-2	-1	-1	15	-1	4	-6
CCOC(=O)N1CCN(C(=O)c2cnn(-c3ccccc3)c2NC(=O)c2ccccc2F)CC1	16	-1.1	-3	-6	0	5	1	0	-1
Cc1sc2ncnc(N3CCCCC3C)c2c1C (stereo unspecified)	20	2.2	-3	0	-5	2	28	-15	-11
CC(C)c1nc(SCC(=O)Nc2ccc3c(c2)OCCO3)n[nH]1	6	4.0	4	1	-4	-3	6	-10	-2
Cc1cc(C(=O)NCc2ccco2)c2cc(F)ccc2n1	13	-1.4	5	1	-1	4	0	10	-3
COc1ccc(CC(=O)NNC(=O)CSc2ccc(C)cc2)cc1	17	-1.1	14	-2	-2	-5	-2	3	0
CC1CC(C)CN(S(=O)(=O)N2CCCC(C(=O)NCCCN3CCCCC3C)C2)C1 (stereo unspecified)	-5	2.5	10	-3	4	13	11	-7	-3
O=C(NCc1cccs1)[C@@H]1CSC2c3ccccc3C(=O)N21 (stereo partly specified)	19	-1.5	-12	1	-1	17	6	15	0
CC(=O)NC1(c2nnnn2CCOC(=O)Nc2ccc(Cl)cc2)CCCCC1	0	1.9	-6	-2	-1	0	-2	-13	-2
Cc1cc(-c2ccc(C)c(S(=O)(=O)NCCc3ccco3)c2)on1	8	1.1	1	-2	7	1	20	5	-8
CCCCn1c(SCc2c(C)noc2C)nc2cc(S(N)(=O)=O)ccc21	75*	-1.1	-3	-4	-3	-13	5	6	2
O=C(O)c1cn(-c2ccc(F)cc2)c2cc(Cl)c(F)cc2c1=O	8	1.0	-3	-6	-2	-4	12	2	-14
O=C(NCc1ccc2c(c1)OCO2)c1n[nH]c(=O)c2ccccc12	31	0.0	15	-4	-2	30	0	9	-2
Nc1sc(-c2ccccc2)cc1-c1n[nH]c(=S)n1C1CCCCC1	35	-1.4	-2	4	3	-2	26	-3	2
CCOc1cc(NC(=S)NCCCN2CCOCC2)c(OCC)cc1NC(=O)c1cccc(C)c1	22	-0.5	-1	1	-2	2	3	6	6
CCCc1nc(S(=O)(=O)Cc2ccc(Cl)cc2Cl)n[nH]1	-6	3.0	-9	2	-5	6	1	-8	-2
Cc1nn(-c2ccc(Cl)c(Cl)c2)c(C)c1C(=O)O	-4	-0.9	2	0	-1	-12	12	12	0
Cc1[nH]nc(SCC(=O)NCc2ccc(F)cc2)c1[N+](=O)[O-]	2	2.1	-6	1	-1	26	-3	19	9
CC(C)CC(=O)Nc1ccc(S(=O)(=O)N2CCCC2)cc1	0	1.4	6	-2	3	9	16	6	1
COc1ccc(-n2c(Cn3nnc4ccccc43)nnc2SCC(=O)O)cc1	-1	-0.1	-6	2	-2	-15	23	-8	0
CC(Sc1nnc(C2CC2)n1-c1ccccc1)C(=O)N1CCCC1 (stereo unspecified)	26	0.7	-3	0	1	8	5	0	4
CCc1nnc(NC(=O)CSc2nc3c(cc2C#N)CCCC3)s1	-128	2.4	0	2	1	8	5	-6	0
CSc1nsc(SCC(=O)Nc2ccc(Cl)c(C(=O)O)c2)n1	3	0.4	-1	-2	-2	19	-5	5	-3
COc1ccc(N(C(=O)c2cccc(OC)c2OC)C2C=CS(=O)(=O)C2)c(OC)c1 (stereo unspecified)	36	1.5	-8	-4	-1	-4	7	-1	4
COc1ccc(Br)cc1CN(C)C(=O)c1ccncc1	0	-0.6	-15	0	-1	2	-1	-2	1
COc1ccc(C2c3[nH]c4ccccc4c3CCN2C(=O)c2cn3ccccc3n2)c(F)c1 (stereo unspecified)	-3	0.7	3	-2	2	-12	16	3	8
CCc1cc2c(=O)oc(-c3ccccc3F)nc2s1	13	3.1	-9	-5	1	-19	42	12	7
CC(C)c1ccc(/C=C2\C(=N)N3N=C(CC(=O)N4CCCCC4)SC3=NC2=O)cc1	20	-2.7	12	-3	6	17	-3	11	-1
CC(NC(=O)COC(=O)/C=C/c1cccc(C(F)(F)F)c1)c1ccccc1 (stereo unspecified)	-33	-0.5	-1	-5	-4	11	9	13	6
O=C1OC(N2C(=O)CC[C@H]2C(=O)Nc2ccc(Br)cc2F)c2ccccc21 (stereo partly specified)	-8	0.2	-10	-3	-1	-32	-5	-6	7
CCn1c(=S)sc2c(=O)n(CC(=O)Nc3cccc(OC)c3)c(C)nc21	12	-1.0	1	-1	-3	6	7	15	4
CCOC(=O)C1C(=O)CC(C)(O)C(C(=O)OCC)C1c1ccccc1OC (stereo unspecified)	-1	-0.7	0	-3	-4	10	19	11	-8
Oc1c(Br)cc(C=Nc2ccc3nc(-c4ccccc4)[nH]c3c2)c(O)c1Br	4	1.9	/	2	1	-32	-11	-5	/
CN(CC(=O)NC(c1ccccc1)c1ccccc1)Cc1nc2ccccc2c(=O)[nH]1	2	-5.7	5	-5	-4	17	-10	8	-17
COc1ccc(C(C)=O)cc1CSc1nc2ccccc2c(=O)n1-c1ccccc1	8	-0.7	20	15	-3	10	0	4	6
C/C(=N\OCC(=O)Nc1c(C)cc(C)cc1C)c1ccc2c(c1)OCCO2	14	-3.2	2	-3	-4	-10	24	-16	-2
Cc1c(C(=O)NCCSCc2ccco2)cccc1[N+](=O)[O-]	10	1.1	0	1	-4	-5	7	2	6
O=C(C1CCN(S(=O)(=O)c2ccccc2)CC1)N1CCCCCC1	17	-0.8	2	-1	-6	0	4	7	-17
Cc1ccc(C(C(=O)NCc2ccccc2)N(C(=O)c2csnn2)c2cccc3ccccc23)o1 (stereo unspecified)	20	-0.1	2	-2	0	-14	25	23	-6
CC1CC1C(=O)OCC(=O)NNC(=O)COc1ccc(Br)cc1 (stereo unspecified)	1	-2.6	15	0	-4	7	-5	-1	4
COc1ccc(-c2csc(NC(=O)C3COc4ccccc4O3)n2)cc1OC (stereo unspecified)	15	0.7	2	-1	5	11	39	1	-3
O=C(Nc1ccc(S(=O)(=O)N2C[C@@H]3C[C@@H](C2)c2cccc(=O)n2C3)cc1)c1ccc(F)cc1	26	4.0	3	0	-1	-9	2	-6	3
COc1cccc(N2CCN(CC(=O)Nc3ccccc3C(=O)NCCc3ccccc3)CC2)c1	-20	2.4	9	5	-2	4	19	8	11
CSc1ccccc1NC(=O)c1cccs1	25	0.5	6	-4	0	12	2	6	5
CN1CCN(S(=O)(=O)c2csc(C(N)=O)c2)CC1	3	16	-9	-10	5	-5	0	4	-2
COc1ccccc1CCC(=O)NNC(=O)c1ccccc1	-11	-1.0	-4	4	1	-10	-2	10	5
Cc1cc(NC(=O)CSc2nnc(-c3ccoc3C)n2N)no1	-24	-0.9	-12	2	2	-9	5	14	3
O=C(c1ccc2ccccc2c1)N1CCN(c2ccc(C(F)(F)F)cn2)CC1	15	-1.2	85*	0	-4	6	20	14	-20
O=c1c2cc(-c3ccccc3)sc2nc2n1N=C(c1cccs1)CS2	-181	6.1	10	1	1	-15	4	-18	8
COc1ccc(/C=C(\NC(=O)c2ccccc2)C(=O)N2CCN(C)CC2)cc1	1	3.2	-3	-2	0	3	-2	14	6

Records listed above that bear a hit mark in EBI2 block:
Compound	Mdm2-MdmX inh	EBI2 block	UPR XBP1 act	APJ antagonist	CCR6 antagonist	CXCR6 inh
O=C(c1ccc2ccccc2c1)N1CCN(c2ccc(C(F)(F)F)cn2)CC1	15	85*	0	6	14	-20

Next part.
SMILES	Mdm2-MdmX inh	UPR CHOP act	EBI2 block	UPR XBP1 act	APJ agonist	APJ antagonist	tim23-1 inh	CCR6 antagonist	CXCR6 inh
COC(=O)CN1C(=O)N/C(=C/c2ccc(OC)cc2)C1=O	7	0.8	12	0	-3	0	3	-1	-6
COc1ccc(OCc2cc(C(=O)NCCCc3ccccc3)no2)c(Cl)c1	33	1.0	22	-6	3	-5	16	19	1
O=C(CSc1nnc(-c2ccccc2)c(-c2ccccc2)n1)NC1CCS(=O)(=O)C1 (stereo unspecified)	15	1.2	-1	-2	0	12	17	1	-2
CC(Sc1nnc(N)s1)C(=O)Nc1ccc2c(c1)OCO2 (stereo unspecified)	17	-0.9	-8	-3	-1	4	8	2	-8
Cc1ccn(CC(=O)N2CCCC(C(=O)c3cccc4ccccc34)C2)n1 (stereo unspecified)	2	4.0	1	3	-1	19	14	5	-5
Cc1ccc(S(=O)(=O)N2CCN(C(=O)c3cc4c(s3)CCC(C)C4)CC2)cc1 (stereo unspecified)	47	20	27	0	-6	21	-19	19	-3
COc1ccccc1CCNC(=O)C(=O)Nc1cc2c3c(c1)C(C)C(=O)N3CCC2 (stereo unspecified)	45	-1.9	-10	2	-5	5	34	9	2
CCOc1ccccc1N(CC(=O)N1CCC(C(N)=O)CC1)S(=O)(=O)c1ccc(SC)cc1	23	2.4	-4	-2	13	2	13	4	-4
CC(C)CC(=O)N1CCN(C(=O)c2ccco2)CC1	16	2.2	-10	3	-3	3	9	-7	-6
CNC(=O)c1cnn(-c2nc(-c3ccc(OC)cc3)cs2)c1C(F)(F)F	-2	-1.7	28	9	-3	6	-6	16	-7

Quoted from the listing.
Reading for `COc1ccccc1CCNC(=O)C(=O)Nc1cc2c3c(c1)C(C)C(=O)N3CCC2` (stereo unspecified) under tim23-1 inh: 34
Reading for `CC(C)CC(=O)N1CCN(C(=O)c2ccco2)CC1` under tim23-1 inh: 9
Reading for `CC(Sc1nnc(N)s1)C(=O)Nc1ccc2c(c1)OCO2` (stereo unspecified) under APJ antagonist: 4
Reading for `Cc1ccc(S(=O)(=O)N2CCN(C(=O)c3cc4c(s3)CCC(C)C4)CC2)cc1` (stereo unspecified) under CCR6 antagonist: 19

Next section:
SMILES	Mdm2-MdmX inh	UPR CHOP act	EBI2 block	UPR XBP1 act	APJ agonist	APJ antagonist	tim23-1 inh	CCR6 antagonist	CXCR6 inh
COc1ccc(NC(C)=O)cc1NC(C)C(=O)Nc1ccc(F)c(F)c1F (stereo unspecified)	-1	1.5	0	1	-3	-5	-7	-26	0
Cc1cccc(NC(=O)CSc2nnc(CNC(=O)c3ccco3)o2)c1	-6	2.9	-9	-7	-4	10	13	6	-3
CON(C)c1nc(OCC#N)nc(N(C)C)n1	9	0.1	-5	-4	-3	13	9	4	5
O=C(CN1C2=NCCN2c2ccccc21)c1ccc(Br)cc1	-7	0.1	4	-3	-2	-9	-5	6	16
COc1ccc(NC(=O)C(C)NS(=O)(=O)c2ccccc2)cc1Cl (stereo unspecified)	11	-5.7	9	-2	0	-2	1	-27	-6
CCCN1C(=O)C(O)(CC(=O)c2cccc(OC)c2)c2ccccc21 (stereo unspecified)	6	-1.1	1	-4	2	-3	28	7	-11
COc1ccc(Nc2nc(-c3cc4cccc(OC)c4oc3=O)cs2)cc1	40	1.8	43	5	-3	1	14	6	6
CC(=O)c1cccc(NC(=O)Cc2cccs2)c1	17	0.6	2	-1	-3	-15	10	-2	-4
